F508del corr: correctors of CFTR F508del function in bronchial epithelial cells; CFBE cells, YFP halide quenching; stimulated with forskolin plus potentiator P3; % fluorescence drop versus neutral controls; activity (quench increase), % at 7.58 µM; hit rate 0.36% among 350,000; AID 720511;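 active = mean added fluorescence quench of at least 8% versus neutral control, with both replicates also reaching 8%; inconclusive = only one of the mean or replicate conditions met; inactive = mean below 8% and not both replicates reaching 8%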;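 also: cells transiently co-express mutant CFTR-F508del with the halide-sensitive YFP; corrector assay measuring rescue of mutant channel to the surface after 24 h compound exposure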
PGC1a acetyl inh: lowers PGC1a acetylation signal in U2OS cells. AlphaScreen anti-acetyl-lysine; with virally co-expressed GCN5 acetyltransferase. inhibition, % at 15.6 µM. hit rate 0.17% among 350,000. AID 651687;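 active = every replicate shows inhibition of at least 40%; inconclusive = mean inhibition at least 40% but some replicate below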;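 also: 0% = neutral control wells and 100% = positive control wells; some results beyond the cut were filed as inactive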
Cneo AK release: Cryptococcus neoformans lysis via adenylate kinase release; C. neoformans lysis, adenylate kinase release luminescence, 4 h; normalised: neutral wells 0, clomiphene wells 100; lysis activity, % at 15 µM; hit rate 0.2% among 360,000; AID 651654;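 active = mean lysis activity across replicates of at least 80%, whatever share of replicates individually reach that level; inactive = mean lysis activity below 80%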
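Schedule: static 4 h at 37 °C with compound, 1 h detection; system: C. neoformans cells; benchmarks: Clomiphene as positive control; buffer or medium: fresh YPD medium; measure: luminescence rise reflecting yeast cell lysis; measured by: luminescent adenylate kinase detection reagent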
PglD DTNB: blocks C. jejuni PglD acetyltransferase activity; hit rate 0.098% among 360,000; inhibition, % at 12.5 µM; purified PglD enzyme, DTNB colorimetric CoA detection; AID 602405; in the data active = inhibition above about 16%, passing the limit was not always enough; inconclusive = no clear call, values can overlap the other calls; also: strong numbers were not always called active
FN deposit inh: fibronectin deposition inhibition. inhibition, % at 12.6 µM. AH1F fibroblasts, Alexa488-fibronectin deposition fluorescence, overnight. hit rate 0.086% among 350,000;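 active = mean inhibition across replicates of 30% or more, regardless of how many single replicates reach that level; inconclusive = mean under 30% yet at least half of replicates reach 30%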;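 also: positive control wells lacked labelled fibronectin entirely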
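test system = AH1F fibroblasts assembling fluorescent fibronectin matrix | quantity = 10000 AH1F cells per well | buffer or medium = DMEM plus 2% serum, read in PBS | doses = single dose, pinned | incubation = 1 h cell attachment, overnight exposure to compound and label | detection = fluorescence at 485 nm excitation, 525 nm emission | read-out basis = inhibition from reduced deposited-fibronectin fluorescence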
C2C12 statin: suppressors of simvastatin-induced myotoxicity in C2C12 myotubes. ATP luminescence, 48 h; scaled: DMSO 0, geranylgeraniol control 100. rescue of ATP level, % at 7.49 µM. hit rate 0.78% among 330,000. AID 602340;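 active = mean ATP rescue above about 67%, or every replicate alone reaching that limit, limit read from the data, passing the limit was not always enough; inconclusive = no clear call, values can overlap the other calls; inactive = mean under the limit and some replicate under it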;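 also: myotubes were challenged with 10 µM simvastatin during compound exposure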
miR-122 sensor: miR-122 inhibition in Huh7 cells; activation (reporter increase), % at 12.5 µM; hit rate 0.3% among 340,000; Huh7 miR-122 Renilla luciferase sensor, 48 h; neutral wells = 0, positive control = 100;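 active = mean replicate activation score at least 90 and every replicate individually at or above 90; inconclusive = only one of the two criteria met; inactive = neither criterion met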;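 also: higher luciferase means less miR-122 activity so hits act as miR-122 inhibitors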
GSIS activator: GLuc luminescence reporter in INS-1E cells, primary screen for activators of glucose-dependent secretion of insulin; INS-1E GLuc reporter insulin secretion, 2-3 h; activation, % at 16.6 µM; hit rate 0.61% among 370,000;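 active = lowest replicate activation of at least 40%, so every replicate reaches that level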;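 also: 0% = median of neutral control wells and 100% = median of IBMX positive control wells; some compounds called inactive have numbers as strong as hits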
* = called active by the depositor; ? = inconclusive; nt = not tested or not shown; & = joins results of further samples; [ ] = dose if it differs, or a comment.

SMILES	F508del corr	PGC1a acetyl inh	Cneo AK release	PglD DTNB	FN deposit inh	C2C12 statin	miR-122 sensor	GSIS activator
CCOc1ccc2nc(SCC(=O)NCc3ccco3)sc2c1	nt	-23	25	6	-4	-12	1	nt
CNC(=S)NNC(=O)c1cccc(C(F)(F)F)c1	-1.5	3	1	0	nt	34	-5	0
Cc1ccc(OCC(=O)N2CCC(N3CC(C)CC(C)C3)CC2)cc1 (stereo not drawn)	1.5	nt	-3	-3	nt	-4	nt	20
Cc1ccc2c(c1)S/C(=C\c1cccc[n+]1C)N2CCO	1.2	6	-3	-4	-7	-71	-19	-12
Nc1c(Cl)cnn(-c2ccccc2)c1=O	-2.3	7	-1	-3	7	nt	-2	16
CCOC(=O)N1CCN(C2=C(NS(=O)(=O)c3ccc(C)cc3)C(=O)c3ccccc3C2=O)CC1	-2.6	-8	-1	-3	-6	2	3	11
CC1CCN(CCCNC(=O)CN2CCN(Cc3ccc(Cl)cc3)C2=O)CC1	1.1	-2	3	-8	-3	7	0	-2
O=C(Nc1nnc(-c2ccccn2)o1)c1cccc(Cl)c1	-1.3	-10	nt	nt	1	nt	nt	3
O=S(=O)(NCc1ccccc1)c1ccc(-c2cnc(C3CC3)o2)cc1	5.0	nt	16	3	4	-123	nt	12
O=C(COC(=O)/C=C/c1cccc(Br)c1)NCCC1=CCCCC1	nt	nt	nt	nt	3	1	-2	-8
CC(C)c1ccc(NC(=O)Cn2cccc2C2=NC(c3ccccc3)CO2)cc1 (stereo not drawn)	nt	-13	-2	0	-4	nt	33	-20
O=C(N/N=C/c1cccnc1)c1ccc(NC(=O)c2cccc(Cl)c2)cc1	0.8	nt	-2	3	4	-2	nt	4
CCC(=O)N1[C@H](CO)[C@H]2c3ccccc3N(C(=O)Nc3cccc(Cl)c3)C[C@H]21	1.7	-3	-3	1	nt	-3	-17[16.7 µM]	-9
COc1ccc(N2CCN(C(=O)COC(=O)c3cnccn3)CC2)cc1	-0.7	nt	0	2	2	11	5	2
O=C(Cc1cccc([N+](=O)[O-])c1)Nc1ccc(C(=O)N2CCOCC2)cc1	-2.3	nt	4	-2	-14	-8	2	-5
COc1ccc(CCNC(=O)c2cc(-c3ccccc3O)n[nH]2)cc1OC	nt	1	0	-2	1	-4	-30	nt
O=C(c1ccc(CS(=O)Cc2cccc(Cl)c2)o1)N1CCN(C2CCCCC2)CC1 (stereo not drawn)	-1.1	1	-3	-1	-8	1	-3	5
O=C(c1ccc(F)cc1)N1CCN(C2=NS(=O)(=O)c3ccccc32)CC1	0.7	-1	1	0	-7	-46	4	-4
CO[C@@H]1CN(C)C(=O)c2ccc(NS(C)(=O)=O)cc2OC[C@@H](C)N(Cc2nccs2)C[C@@H]1C	0.6	?	0	-1	-2	-2	nt	9
CCOC(=O)C1CCN(C(=O)c2ccccc2NC(=O)C2=C(C)OCCS2)CC1	-0.5	nt	-3	0	9	1	nt	41
CC1CCC(NC(=O)COC(=O)c2ccco2)CC1 (stereo not drawn)	1.9	-5	0	-5	2	-1	-6	nt
O=C1CN(C(=O)NCC(=O)N[C@H](C(=O)O)c2ccccc2)c2ccccc2N1	-2.0	nt	6	-2	4	-5	nt	4
COCC(=O)Nc1ccc2c(c1)OC[C@@H](C)N(Cc1ccncc1)C[C@H](C)[C@H](OC)CN(C)C2=O	1.6	9	-4	-1	0	15	2[16.7 µM]	0
O=C(NCCn1cccn1)C1CCC(=O)N(CC2CCCCC2)C1 (stereo not drawn)	-1.9	-7	2	0	9	nt	-11	9
O=C(C[C@@H]1C[C@H]2c3cc(NC(=O)C4CCC4)ccc3O[C@H]2[C@H](CO)O1)NCc1ccncc1	-0.7	7	56	3	-2	1	-2[16.7 µM]	7
SMILES	F508del corr	PGC1a acetyl inh	Cneo AK release	PglD DTNB	FN deposit inh	C2C12 statin	miR-122 sensor	GSIS activator
Cc1noc(C)c1NC(=O)Nc1ccc2c(c1)C(=O)N([C@@H](C)CO)C[C@H](C)[C@@H](CN(C)C(=O)Nc1ccc(F)cc1)O2	1.1	-10	-2	-1	-3	-4	-3[16.7 µM]	15
CCCc1cc(C(=O)N/N=C/c2ccc(CC)s2)c2ccccc2n1	nt	nt	-17	-5	7	-89	18	nt
COc1ccc(S(=O)(=O)N(C)C[C@H]2Oc3c(NC(=O)Nc4ccc(C(F)(F)F)cc4)cccc3C(=O)N([C@@H](C)CO)C[C@H]2C)cc1	3.2	4	-3	-3	-5	-29	-16[16.7 µM]	-19
CCCn1c(SC(C)C(=O)N2CCOCC2)nc2ccc(Br)cc2c1=O (stereo not drawn)	2.5	6	0	5	10	25	-2	-1
C[C@H]1CN([C@@H](C)CO)C(=O)CCCn2cc(nn2)CO[C@@H]1CN(C)S(=O)(=O)c1ccccc1F	2.7&-1.0&-1.8	-3&-7	-4&-12	-1&1	3&-10	-4&5	2&7[16.7 µM]	-4&2
C[C@@H](O)C#Cc1ccc([C@@H]2[C@H]3CN(S(=O)(=O)Cc4ccccc4)CCCCN3[C@H]2CO)cc1	1.1	-20	-3	9	nt	-6	0[16.7 µM]	15
O=S(=O)(c1cccc(F)c1)N1CC[C@@H]2[C@@H](CO)Nc3ccc(C#Cc4cccc(F)c4)cc3[C@@H]21	3.5	3	-10	2	-6	-27	-11[16.7 µM]	-2
C[C@@H]1CN([C@@H](C)CO)C(=O)c2cc(NC(=O)Cn3cnnn3)ccc2O[C@H]1CN(C)Cc1ccc(Cl)c(Cl)c1	0.0	2	-5	4	nt	9	-7[16.7 µM]	-1
COc1cccc(-c2cnc(C(O)c3ccc(F)c(C)c3)[nH]2)c1 (stereo not drawn)	1.3	5	-2	-2	7	7	10	2
C[C@@H]1CN([C@@H](C)CO)C(=O)c2c(c3ccccc3n2C)-c2ccccc2CO[C@@H]1CN(C)Cc1cccc(O)c1	3.0	-7	nt	nt	-3	nt	nt	-20
Cc1ccc(NC(=O)c2cc(-c3ccc(C)o3)nc3ccccc23)nc1	nt	7	-1	-2	nt	2	-2	nt
CNC[C@@H]1Oc2ccc(NC(=O)Nc3cccc4ccccc34)cc2C(=O)N([C@@H](C)CO)C[C@H]1C	0.6	-4	0	4	nt	8	-1[16.7 µM]	3
O=[N+]([O-])/C=C1\CCCCCN1	0.1	1	-5	3	4	nt	3	nt
CC(C)c1ccc(CNc2cc(N3CCCC3)ccc2[N+](=O)[O-])cc1	-3.5	5	0	-1	nt	-6	-1	-9
O=C1CN(C(=O)COC(=O)CNC(=O)c2ccc(Cl)cc2)c2ccccc2N1	2.9	7	nt	nt	8	nt	nt	2
Cc1ccc(S(=O)(=O)N2CCC(C(=O)NCCC3=CCCCC3)CC2)c(C)c1	1.4	-17	-5	-9	1	-1	-2	-22
O=C(CCCCCn1c(=S)[nH]c2cc3c(cc2c1=O)OCO3)N1CCN(c2ccccc2)CC1	-2.3	-6	0	4	-4	-15	3	9
S=c1[nH]nc(-c2cccnc2)n1/N=C/c1ccc(Br)s1	nt	nt	2	2	-1	nt	-15	-14
Cc1ccc(N2CC(NS(=O)(=O)c3cccs3)CC2=O)cc1 (stereo not drawn)	0.3	11	-1	0	-3	6	0	4
COc1ccccc1NC(=O)Nc1ccccc1C(=O)NCCCN1CCOCC1	0.0	2	nt	nt	-4	0	-1	15
Brc1ccc(-c2nc3ccc(Br)cn3c2Cc2ccccc2)cc1	1.4	-3	-2	3	6	-14	7	-43
CC(C)n1c2ccccc2c2nc3ccccc3nc21	nt	-12	0	7	nt	-21	11	3
Cc1c(C(=O)Nc2ccccc2F)sc2nc3n(c(=O)c12)CCC3	0.2	-1	-1	-1	-3	-4	-3	-1
O=C(C[C@H]1C=C[C@H](NC(=O)C2CCC2)[C@@H](CO)O1)NCc1ccncc1	1.1	-3	-1	-2	-29	-2	nt	-1
Cc1cc(C)cc(C(=O)NCC(=O)N(C)CCOc2ccccc2)c1	3.9	-4	0	-8	-8	-1	nt	2
SMILES	F508del corr	PGC1a acetyl inh	Cneo AK release	PglD DTNB	FN deposit inh	C2C12 statin	miR-122 sensor	GSIS activator
C[C@H]1CN([C@@H](C)CO)C(=O)Cc2cc(NC(=O)Cc3ccccc3)ccc2O[C@@H]1CN(C)C(=O)NC1CCCCC1	-0.4	1	-2	0	nt	-57	11[16.7 µM]	6
c1ccc2[nH]c(Cn3nnc4ccccc43)nc2c1	-0.4	12	0	-4	-17	15	4	-3
COc1cc(Cn2c(C(=O)O)cc3sccc32)cc(OC)c1OC	nt	5	-1	-3	6	nt	6	nt
O=C(c1cnccn1)N1CC(=O)N2[C@H](C1)[C@@H](c1ccc(-c3cccc(F)c3)cc1)[C@@H]2CO	1.2	-5	nt	nt	1	nt	nt	-2
Cc1ccc(-c2nnc(COC(=O)c3ccco3)o2)cc1	-2.9	nt	0	nt	8	nt	nt	-1
COc1ccc(/C(C)=C(\C#N)C(=O)OC(C)C)cc1OC	nt	-7	2	-5	7	-8	-7	19
CCCc1cc(=O)[nH]c(SC(CC)C(=O)Nc2ccccc2C#N)n1 (stereo not drawn)	nt	2	-1	-3	nt	14	-7	21
O=C(c1ccccc1)c1ccc2c(c1)OCCOCCOCCO2	0.2	0	6	3	3	nt	-5	7
Cc1c(NC(=O)CSc2n[nH]c(-c3ccccc3)n2)c(=O)n(-c2ccccc2)n1C	nt	-27	-5	-2	0	3	-3	-2
O=C(Nc1cccc(F)c1)N1C[C@@H]2[C@H](c3ccccc31)[C@@H](CO)N2C(=O)c1ccccn1	-4.2	1	-2	1	nt	9	25[16.7 µM]	5
CCC(Sc1nc(-c2ccccc2)c(C#N)c(=O)[nH]1)C(=O)Nc1nnc(C)s1 (stereo not drawn)	nt	9	-1	-1	-6	1	2	nt
COc1ccccc1S(=O)(=O)N[C@H]1C=C[C@H](CC(=O)NCc2cc(F)cc(F)c2)O[C@H]1CO	1.9	1	7	4	nt	-5	-20[16.7 µM]	1
Cc1c(-n2cc(C(=O)c3cc(F)ccc3O)cc(C#N)c2=O)c(=O)n(-c2ccccc2)n1C	-1.8	-9	4	-6	-4	-2	0	5
O=C(O)C1CCCCC1C(=O)NCCCn1ccnc1 (stereo not drawn)	-1.2	2	nt	nt	nt	nt	-2	12
Cc1cccc(C2c3[nH]c4ccccc4c3CCN2C(=O)c2noc3c2CCCC3)n1 (stereo not drawn)	-0.6	nt	nt	nt	1	-6	11	-9
C[C@@H]1CN([C@H](C)CO)C(=O)Cc2cc(NS(=O)(=O)c3ccc(Cl)cc3)ccc2O[C@H]1CN(C)CC1CCCCC1	1.6	10	3	1	nt	124*	-8[16.7 µM]	54

Three compounds drawn at random from the list so far:
SMILES	F508del corr	PGC1a acetyl inh	Cneo AK release	PglD DTNB	FN deposit inh	C2C12 statin	miR-122 sensor	GSIS activator
O=C(c1cnccn1)N1CC(=O)N2[C@H](C1)[C@@H](c1ccc(-c3cccc(F)c3)cc1)[C@@H]2CO	1.2	-5	nt	nt	1	nt	nt	-2
O=C(O)C1CCCCC1C(=O)NCCCn1ccnc1 (stereo not drawn)	-1.2	2	nt	nt	nt	nt	-2	12
O=C(c1ccccc1)c1ccc2c(c1)OCCOCCOCCO2	0.2	0	6	3	3	nt	-5	7
